Screening data from PubChem BioAssay.
TbPYK inhibitor – inhibitors of Trypanosoma brucei pyruvate kinase. Q57TT1. TbPYK enzyme, Kinase-Glo Plus ATP luminescence, 45 min. Potency, µM (titrated, usually from 76.8 µM), without a hit: at the highest dose activity, negative = inhibition, actives largely listed as inhibitors. 410,000 tested, 0.12% active. AID 624173; also: potency is read from the fitted curve at half-maximal effect; % is scaled to controls: 0 for no effect and ±100 for the full control effect; nearly all actives have a fitted effect of over 50% in size
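Activity of T. brucei pyruvate kinase was followed by Kinase-Glo Plus luminescence after the enzyme reacted 45 min at room temperature with 130 uM ADP (final) and substrate. Test compounds were added before ADP at multiple concentrations.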
Cycloheximide cs – affects cycloheximide protein synthesis inhibition readout, counter-screen; cell reporter, cycloheximide protein synthesis inhibition counterscreen; max response, %; 300,000 tested, 12% active; AID 2314; in the data active = max response mostly above about 13%, no sharp cut-off; inactive = mostly below about 14%; also: read at 38.3 µM for the half of the compounds with a filed dose; 0% is about no effect
Pf growth 96h – P. falciparum growth inhibition at 96 hours. AID 504834. P. falciparum luciferase reporter growth, 96 h. 320,000 tested, 6.9% active. Potency, µM (titrated, usually from 28.7 µM), for inactives: top-dose activity change, negative = inhibition, most hits filed as inhibitors; also: potency is read from the fitted curve at half-maximal effect; % is scaled to controls: 0 for no effect and ±100 for the full control effect
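Two-generation exposure (96 h) targets delayed-death phenotype. Reporter parasites carrying integrated firefly luciferase, in red cells at 2% hematocrit and 0.05% parasitemia final, kept at 37 C, 5% CO2; luminescence loss indicates inhibition.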
Shiga toxin inh – Shiga toxin inhibition | Vero cells, Shiga toxin protein synthesis inhibition reporter | inhibition, % at 38.7 µM | 290,000 tested, 9.2% active | AID 2315; in the data active = inhibition mostly above about 28%, no sharp cut-off; inactive = mostly below about 43%; also: 0% is about no effect
LmPK inh – LmPK (Leishmania mexicana) enzyme inhibition. purified LmPK, Kinase-Glo ATP luminescence, 1 h. Q27686. 290,000 tested, 0.37% active. Potency, µM (series often up to 57.5 µM), for the others: at the top dose activity change, negative = inhibition, most hits filed as inhibitors; also: potency is read from the fitted curve at half-maximal effect; % is scaled to controls: 0 for no effect and ±100 for the full control effect
Target sequence (Q27686 whole entry, looked up): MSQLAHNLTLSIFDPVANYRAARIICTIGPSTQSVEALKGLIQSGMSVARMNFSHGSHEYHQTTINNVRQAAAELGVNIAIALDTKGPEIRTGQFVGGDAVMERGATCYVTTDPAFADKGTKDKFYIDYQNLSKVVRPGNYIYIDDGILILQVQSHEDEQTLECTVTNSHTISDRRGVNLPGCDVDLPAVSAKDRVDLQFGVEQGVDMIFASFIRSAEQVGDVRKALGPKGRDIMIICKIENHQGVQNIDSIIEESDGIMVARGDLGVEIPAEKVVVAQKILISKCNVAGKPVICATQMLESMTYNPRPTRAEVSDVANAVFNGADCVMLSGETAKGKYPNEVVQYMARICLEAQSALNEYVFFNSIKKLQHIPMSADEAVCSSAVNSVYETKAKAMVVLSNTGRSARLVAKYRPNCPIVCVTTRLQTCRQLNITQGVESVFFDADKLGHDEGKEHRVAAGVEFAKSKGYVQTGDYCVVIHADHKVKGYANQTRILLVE
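In 50 mM imidazole pH 7.2 with 7 mM MgCl2, LmPK (0.1 nM) turned over PEP (0.5 mM) and ADP (0.1 mM) for 1 h at room temperature. Luciferase read-out of ATP.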
AMA1 RON2 block – disrupts binding of P. falciparum AMA1 to RON2 | AlphaScreen AMA1-biotinylated RON2 peptide binding | Potency, µM (titrated, usually from 58.2 µM), without a hit: top-dose activity change, negative = inhibition, hits mostly inhibitors | AID 720542 | 360,000 tested, 0.2% active;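 also: potency is read from the fitted curve at half-maximal effect; 0% = vehicle wells and -100% = peptide control; nearly all actives have a fitted effect of over 45% in size; some results filed as inactive show a strong effect at the top dose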
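AMA1 (3D7) with his tag at 25 nM final met compounds first, then biotinylated RON2 peptide at 25 nM; detection used donor plus acceptor beads, 10 µg/mL apiece, read by AlphaScreen after 30 min at room temperature.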
Pf growth 48h – inhibits P. falciparum growth in the first generation, 48 h; Potency, µM (doses to about 28.7 µM), without a hit: top-dose activity change, negative = inhibition, most hits filed as inhibitors; 310,000 tested, 5.9% active; P. falciparum luciferase growth in erythrocytes, 48 h; AID 504832; also: potency is read from the fitted curve at half-maximal effect; % is scaled to controls: 0 for no effect and ±100 for the full control effect
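Cell-based growth assay: transgenic P. falciparum expressing firefly luciferase, cultured in red cells within RPMI 1640 containing 0.5% w/v Albumax, 24 mM bicarbonate and gentamycin. A drop in luciferase activity indicates inhibition.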
* = called active by the depositor; ? = inconclusive; . = not tested or not shown; & = joins results of further samples; [ ] = remark or other dose. Unless noted, calls follow the shape of the dose curve; as a rule, active = well fitted curve in the direction sought with a large enough effect; inconclusive = small, poorly fitted or top-dose-only effect, or another doubt; inactive = no such curve, though single readings can be large; an effect the other way counts as inactive or inconclusive.

(1) COC(=O)CNC(=O)c1ccc(C)s1
(2) CC(C)c1ccc(NC(=O)CN2C(=O)COc3ccc(S(=O)(=O)N4CCOCC4)cc32)cc1
(3) CC(C)=C1C2CCC1C1C(=O)N(c3ccc4c(c3)OCO4)C(=O)C21 (centres undefined)
(4) CCCCCCCSc1cc(OC)c(CCNC)cc1OC
(5) CN1CCN(C(=O)CCC(=O)c2ccc(F)cc2)CC1
(6) COc1cc(C(=O)N2CCN(C(=O)C(Cc3cc(C)ccc3C)NC(C)=O)CC2)cc(OC)c1OC (centres undefined)
screen / no.	1	2	3	4	5	6
TbPYK inhibitor	-6%	-2%&4%	-24%	2%	-7%	2%
Cycloheximide cs	-11	14	-5	-3	15	-4
Pf growth 96h	18%	-2%	150%[activator]	?	8%	-9%
Shiga toxin inh	-10	12	-4	-24	15	16
LmPK inh	-2%	8%	-1%	-2%	5%	-3%
AMA1 RON2 block	-10%	7%	-3%	-28%	6%	-1%
Pf growth 48h	.	11%	-4%	?	3%	?

(7) CC(C)CNC(=S)NNC(=O)CC(C)O (centres undefined)
(8) O=C(CCc1nc2ccccc2[nH]c1=O)OCC(=O)c1cccc2ccccc12
(9) Cc1ccc([N+](=O)[O-])cc1-c1ccc(/C=N/NC(=O)CN2CCOCC2)o1
(10) CCCc1cc(=O)oc2cc(OCC(=O)NCCCn3ccnc3)c(Cl)cc12
(11) CC(C)n1nc(C(=O)Nc2nc3ccc(S(C)(=O)=O)cc3s2)c2ccccc2c1=O
(12) CCc1cc(Cn2nc(-c3ccccc3)cc2C(=O)NCc2ccc(C)cc2)on1
screen / no.	7	8	9	10	11	12
TbPYK inhibitor	-11%	.	-4%	1%	-3%	0%
Cycloheximide cs	-2	7	-3	-5	1	.
Pf growth 96h	?	69%[activator]	?	-5%	1%	48%[activator]
Shiga toxin inh	-16	-10	-8	13	-3	.
LmPK inh	1%	4%	0%	1%	1%	.
AMA1 RON2 block	115%[activator]	.	28%	-6%	1%	8%
Pf growth 48h	-5%	.	?	-11%	7%	23%

(13) CC(=O)c1sc(NC(=O)c2ccc(F)cc2)nc1-c1ccccc1
(14) O=C(NCc1ccco1)/C(=C\c1ccco1)NC(=O)c1ccco1
(15) O=C(Nc1ccccc1N1CCN(C(=O)c2ccc(Cl)cc2)CC1)c1ccc([N+](=O)[O-])o1
(16) CCCCC(=O)Nc1ccc(N2CCN(C(=O)CC)CC2)cc1
(17) Cc1cc(C)c2nc(SC3CCOC3=O)cc(C)c2c1 (centres undefined)
(18) COc1ccc(/C=C/C(=O)Nc2nc(C)cc(C)n2)cc1OC
screen / no.	13	14	15	16	17	18
TbPYK inhibitor	-2%	-2%	6%	-2%	-5%	-9%
Cycloheximide cs	25	8	10	-1	-1	13
Pf growth 96h	39%[activator]	48%[activator]	-16%	-2%	36%[activator]	?
Shiga toxin inh	60	10	4	-1	-4	-13
LmPK inh	-3%	8%	-5%	-10%	1%	-8%
AMA1 RON2 block	10%	0%	?	0%	4%	3%
Pf growth 48h	59%[activator]	3%	6.6µM*	11%	5%	-14%

Entries by screen from the entries so far:
Nos. 5–13 in TbPYK inhibitor read -7%, 2%, -11%, ., -4%, 1%, -3%, 0%, -2%
Nos. 5–13 in Cycloheximide cs read 15, -4, -2, 7, -3, -5, 1, ., 25

(cont.)
(19) CC(C)CC1NC(=O)N(CC(=O)NC2CCCCC2)C1=O (centres undefined)
(20) CSc1ncc(C(C)=O)c(C)n1
(21) Cc1ccc(-c2cc(C(=O)Nc3c(C)n(C)n(-c4ccccc4)c3=O)[nH]n2)c(O)c1C
(22) COc1ccccc1C(=O)C1CCCN(C(=O)c2ccc3c(c2)OCCO3)C1 (centres undefined)
(23) Cc1ccc(N2CCN(c3cc(C)nc4nc(C)nn34)CC2)c(C)c1
(24) CC(OC(=O)c1cnccn1)C(=O)c1ccccc1 (centres undefined)
screen / no.	19	20	21	22	23	24
TbPYK inhibitor	-11%	10%	4%	2%	1%	-4%
Cycloheximide cs	.	-1	1	2	-2	.
Pf growth 96h	21%	37%[activator]	44%[activator]	18%	5%	-2%
Shiga toxin inh	.	7	-5	-4	-26	.
LmPK inh	.	2%	-1%	3%	2%	.
AMA1 RON2 block	3%	-11%	113%[activator]	-1%	1%	0%
Pf growth 48h	?	-6%	-3%	11%	6%	2%

(25) Cc1ccc(-c2nn(CCC(=O)NN3CCOCC3)c(=O)c3ccccc23)cc1
(26) CC(C)n1c(O)c(N=NC(=O)CNC(=O)Cc2ccc(Cl)cc2)c2ccccc21
(27) Cc1cc(C)c2c(N)c(C(=O)N3CCN(c4ncccn4)CC3)sc2n1
(28) COc1ccc(-c2ccc3ccccc3n2)cc1
(29) Cc1ccc(C)c(N2CCN(C(=S)Nc3ccc4nc(N5CCOCC5)cc(C)c4c3)CC2)c1
(30) COc1ccc(S(=O)(=O)N2Cc3ccccc3CC2C(=O)Nc2nccs2)cc1OC (centres undefined)
screen / no.	25	26	27	28	29	30
TbPYK inhibitor	3%	-8%	?	-5%	-14%	-6%
Cycloheximide cs	2	-3	31*	41*	11	43*
Pf growth 96h	-102%	-18%	-6%	310%[activator]	6%	.
Shiga toxin inh	-5	-10	53	71*	-20	92*
LmPK inh	-3%	6%	14%	?	7%[11.5 µM]	4%
AMA1 RON2 block	-9%	-5%	19%	-8%	1%	4%
Pf growth 48h	-47%	-10%	-18%	125%[activator]	?	26%

Quoted at random: 5 records from the list
(28) COc1ccc(-c2ccc3ccccc3n2)cc1
(26) CC(C)n1c(O)c(N=NC(=O)CNC(=O)Cc2ccc(Cl)cc2)c2ccccc21
(29) Cc1ccc(C)c(N2CCN(C(=S)Nc3ccc4nc(N5CCOCC5)cc(C)c4c3)CC2)c1
(30) COc1ccc(S(=O)(=O)N2Cc3ccccc3CC2C(=O)Nc2nccs2)cc1OC (centres undefined)
(25) Cc1ccc(-c2nn(CCC(=O)NN3CCOCC3)c(=O)c3ccccc23)cc1
screen / no.	28	26	29	30	25
TbPYK inhibitor	-5%	-8%	-14%	-6%	3%
Cycloheximide cs	41*	-3	11	43*	2
Pf growth 96h	310%[activator]	-18%	6%	.	-102%
Shiga toxin inh	71*	-10	-20	92*	-5
LmPK inh	?	6%	7%[11.5 µM]	4%	-3%
AMA1 RON2 block	-8%	-5%	1%	4%	-9%
Pf growth 48h	125%[activator]	-10%	?	26%	-47%

The list continues:
(31) CCCn1c(-c2ccc(OC)cc2)nc2nc3ccccc3nc21
(32) Cc1cc(C)nc(NS(=O)(=O)c2ccc(Br)s2)c1
(33) COc1ccc(N(CCCN2C(=O)c3cccc4cccc(c34)C2=O)C(=O)c2cccc(OC)c2)cc1
(34) CCC(COC)Oc1cc(NCc2ccccc2)c2ncn(C(C)C)c2c1 (centres undefined)
(35) COc1ccc(CCCc2nnc(SCC(=O)Nc3nc(C)cs3)n2C)cc1
(36) COc1ccc(C2=C(O)C(C)N(c3ccccc3)C2=N)cc1OC (centres undefined)
screen / no.	31	32	33	34	35	36
TbPYK inhibitor	-6%	-10%	-12%	-19%	0%	-5%
Cycloheximide cs	11	7	-8	.	-3	-2
Pf growth 96h	3.7µM*	?	?	?	.	?
Shiga toxin inh	3	12	-8	.	-12	3
LmPK inh	5%	9%	1%	.	1%	-2%
AMA1 RON2 block	31%[activator]	4%	-1%	-22%	-8%	-4%
Pf growth 48h	9%	.	?	4.1µM*	10µM*	25%

(37) Cc1ccc(Oc2c(C(N)=O)cc([N+](=O)[O-])cc2[N+](=O)[O-])cc1
(38) CCN(CC)CCCCNc1ncc2cc(-c3cc(OC)cc(OC)c3)c(NC(=O)NC(C)(C)C)nc2n1
(39) CSc1ccccc1NC(=O)CN(C)C(=O)Cn1c(=O)oc2ccccc21
(40) CSc1ccc(CNc2nnnn2C)cc1
(41) Cc1ccc[n+](C2C(c3ccc([N+](=O)[O-])cc3)C(C#N)=C([S-])NC2(O)C2CC2)c1 (centres undefined)
(42) COc1ccc(-c2nnc(SCC(=O)NCC3CCCO3)n2C)cc1 (centres undefined)
screen / no.	37	38	39	40	41	42
TbPYK inhibitor	-3%	2%&0%	2%	0%	-6%	1%
Cycloheximide cs	2	-7&-17	.	-6	-2	-1
Pf growth 96h	?	9.3µM*	6%	-25%	-25%	?
Shiga toxin inh	-2	-6&-21	.	-15	36	-12
LmPK inh	-2%	0%	.	2%	-5%	-1%
AMA1 RON2 block	4%[2.32 µM]	-1%	6%	0%	5%	8%
Pf growth 48h	-4%	?	?	16%	-11%	4%

(43) CC(C)OC(=O)c1cc(NC(=O)C2C3CCC(O3)C2C(=O)O)cc(C(=O)OC(C)C)c1 (centres undefined)
(44) COc1ccc(C)cc1-n1nnnc1SCC1CCCCO1 (centres undefined)
(45) CC(C)C(NS(=O)(=O)c1ccc2c(c1)OCCCO2)C(=O)O (centres undefined)
(46) O=C1CCCCCN1C(=O)c1cccc(C(=O)N2CCCCCC2=O)c1
(47) COc1ccccc1NC(=O)NC1(C(=O)N2CCCCCC2)CCCCC1
(48) O=C(O)CCC(=O)OCC1CCCO1 (centres undefined)
screen / no.	43	44	45	46	47	48
TbPYK inhibitor	-7%	-11%	-27%	4%	3%	-5%
Cycloheximide cs	9	-3	7	-3	1	-3
Pf growth 96h	-6%	?	34%[activator]	.	498%[activator]	.
Shiga toxin inh	19	10	-8	-23	-6	-1
LmPK inh	13%	2%	3%	0%	1%	2%
AMA1 RON2 block	11%	6%	-11%	10%	7%	5%
Pf growth 48h	?	?	-9%	29%	?	21%

(49) Cc1ccc(NS(=O)(=O)c2cn(C)cn2)cc1
(50) CCNc1nc(NCC)nc(C(=O)NN)n1
(51) O=C1C2C3C=CC(C3)C2C(=O)N1/N=C/c1ccc(-c2ccccc2[N+](=O)[O-])o1 (centres undefined)
(52) O=c1c2[nH]c3ccccc3c2ncn1CCN1CCNCC1
(53) Cn1nnnc1SCC(=O)N1c2ccccc2Sc2ccccc21
(54) Cc1ccc(NS(=O)(=O)c2cc(C(=O)NCCSC3CCCCC3)ccc2C)cc1
(55) COc1ccc(N)cc1-n1c(C)ccc1C
(56) CCN(CC)CCNC(=O)c1ccc(NC(=O)c2cccc(S(=O)(=O)N3c4ccccc4CC3C)c2)cc1 (centres undefined)
screen / no.	49	50	51	52	53	54	55	56
TbPYK inhibitor	3%	2%	-10%	-4%	-9%	0%	-22%	-3%
Cycloheximide cs	-2	-2	32*	8	-2	0	25*	-2
Pf growth 96h	17%	9%	352%[activator]	.	?	0%	35%[activator]	-25%
Shiga toxin inh	1	-7	66*	-25	-36	-3	37*	-22
LmPK inh	-1%	-9%	-2%	0%	-1%	8%	-9%	-1%
AMA1 RON2 block	-2%	?	-8%	-8%	4%	-5%	-5%	85%[activator]
Pf growth 48h	14%	-15%	5%	24%	-18%	?	?	16%
